From PubChem
STK33 inh – human STK33 kinase inhibition; Q9BYT3; ADP-Glo luminescence, MBP substrate; inhibition, % at 12.5 µM; 27,000 compounds, 0.44% hits; in the data active = inhibition above about 20%
Target sequence (Q9BYT3 whole entry, looked up): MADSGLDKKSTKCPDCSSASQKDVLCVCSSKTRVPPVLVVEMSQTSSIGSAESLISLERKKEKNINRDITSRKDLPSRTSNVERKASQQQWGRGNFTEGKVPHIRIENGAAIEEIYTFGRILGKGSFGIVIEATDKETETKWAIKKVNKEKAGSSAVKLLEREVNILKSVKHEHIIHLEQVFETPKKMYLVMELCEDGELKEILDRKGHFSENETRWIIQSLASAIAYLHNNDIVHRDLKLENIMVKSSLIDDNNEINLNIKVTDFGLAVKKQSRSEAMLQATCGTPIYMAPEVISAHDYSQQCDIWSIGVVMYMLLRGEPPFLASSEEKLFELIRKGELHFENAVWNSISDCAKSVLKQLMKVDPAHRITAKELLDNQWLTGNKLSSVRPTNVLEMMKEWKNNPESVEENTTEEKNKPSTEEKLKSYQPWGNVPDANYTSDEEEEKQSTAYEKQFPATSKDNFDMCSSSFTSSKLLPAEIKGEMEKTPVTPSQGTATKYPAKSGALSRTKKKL
mut p53 react – restores mutant p53 pathway signaling in SW480 cells; AID 624151; activation, % at 9.98 µM; 28,000 compounds, 1.5% hits; SW480 PUMA-promoter luciferase, p53 mutant reactivation; in the data active = activation above about 52%
Starred values were filed as active, the others as inactive; . = no result given. Some of the compounds tested (hit frequency here may not be typical).

The line under a structure holds: STK33 inh	mut p53 react
COc1ccc(NC(=O)Nc2cccc3c2O[C@@H](CN(C)S(=O)(=O)c2cccs2)[C@@H](C)CN([C@@H](C)CO)C3=O)cc1
    .	17
COc1ccc(NC(=O)CN(c2cccc3ccccc23)S(C)(=O)=O)cc1OC
    -1	5
C[C@H](CO)N1C[C@H](C)[C@@H](CN(C)C(=O)c2ccccc2)OCCCC[C@H](C)Oc2ccc(NC(=O)Nc3ccc4c(c3)OCO4)cc2C1=O
    .	-11
C[C@@H]1CN([C@H](C)CO)C(=O)Cc2cc(NC(=O)Cn3cnnn3)ccc2O[C@H]1CN(C)S(=O)(=O)c1ccc(Cl)cc1
    1	.
C[C@H](CO)N1C[C@H](C)[C@@H](CN(C)S(=O)(=O)c2cccs2)OCc2cn(nn2)CCCC1=O
    -3	10
CNC[C@@H]1Oc2ccc(NC(=O)Nc3ccccc3)cc2CC(=O)N([C@@H](C)CO)C[C@H]1C
    .	3
COC(=O)Cn1c2ccccc2c2nc(C)sc21
    3	-18
COc1ccc(NC(=O)Nc2ccc3c(c2)CC(=O)N([C@@H](C)CO)C[C@H](C)[C@H](CN(C)S(=O)(=O)c2cn(C)cn2)O3)cc1
    3	.
C[C@@H]1CCCCO[C@@H](CN(C)S(=O)(=O)c2cn(C)cn2)[C@@H](C)CN([C@@H](C)CO)C(=O)c2cc(NC(=O)C3CCCCC3)ccc2O1
    .	-4
Cc1cc(C)cc(N(C(C)C(=O)Nc2cccc3ccccc23)S(C)(=O)=O)c1 (configuration not stated)
    5	-8
C[C@@H]1CN([C@@H](C)CO)C(=O)c2cc(C#Cc3cccc(F)c3)cnc2O[C@@H]1CN(C)CC1CCCC1
    .	-13
CCCNC(=O)N(C)C[C@H]1Oc2cc(C#CC3CC3)ccc2S(=O)(=O)N([C@H](C)CO)C[C@H]1C
    .	-9
C[C@@H]1CN([C@@H](C)CO)C(=O)Cc2cc(NS(=O)(=O)c3cccs3)ccc2O[C@@H]1CN(C)CC1CC1
    3	10
CC(C)NC(=O)Nc1ccc2c(c1)C(=O)N([C@H](C)CO)C[C@H](C)[C@@H](CN(C)C(=O)Cc1ccccc1)OCCCC[C@H](C)O2
    .	0
C[C@H](CO)N1C[C@H](C)[C@H](CN(C)S(=O)(=O)c2ccc(F)cc2)Oc2ccc(NS(=O)(=O)c3cn(C)cn3)cc2CC1=O
    0	.
COc1ccccc1NC(=O)CC(C(=O)O)N(C)C (configuration not stated)
    0	9
C[C@H]1CN([C@@H](C)CO)C(=O)Cc2cc(NS(=O)(=O)c3ccc(Cl)cc3)ccc2O[C@@H]1CN(C)Cc1ccc(Oc2ccccc2)cc1
    6	.
COCCOC(=O)N1C(=O)[C@@]2(c3cc(C#Cc4ccc(OC)cc4)ccc31)[C@H](c1ccccc1OCCO)N1[C@H](c3ccccc3)[C@H](c3ccccc3)OC(=O)[C@H]1[C@@H]2C(=O)NC[C@H](O)c1ccccc1
    15	.
C[C@H]1CN([C@@H](C)CO)C(=O)CCCn2nncc2CO[C@@H]1CN(C)Cc1ccc2c(c1)OCCN2C
    1	4
C[C@@H]1CN([C@H](C)CO)C(=O)c2cc(NS(=O)(=O)c3ccc(F)cc3)ccc2O[C@@H](C)CCCCO[C@H]1CN(C)CC1CCCCC1
    .	-19
CC(=O)c1cccc(NC(=O)C(C)NS(=O)(=O)c2ccc(Cl)cc2)c1 (configuration not stated)
    3	-2
CCCC#Cc1ccc2c(c1)O[C@H](CN(C)S(=O)(=O)c1cccc(F)c1)[C@H](C)CN([C@@H](C)CO)S2(=O)=O
    .	-22
C=CCNC1=C2C[C@@H](C)C[C@H](OC)[C@H](O)[C@@H](C)/C=C(\C)[C@H](OC(N)=O)[C@@H](OC)C=C/C=C(/C)C(=O)NC(=CC1=O)C2=O
    0	-88
CCOc1ccc(-c2nnc(SCC(=O)O)n2-c2ccccc2)cc1
    10	-4
C=CC1C(=C)CCC2C1CCC1C(C)(C(=O)O)CCCC21C (configuration not stated)
    -13	-38
C[C@@H]1CN([C@H](C)CO)C(=O)CCCn2cc(nn2)CO[C@@H]1CN(C)C(=O)c1ccc2ccn(C)c2c1
    -5	-4
Cc1ccc(-c2nnc(SCC(=O)Nc3ccc(Br)c(C)c3)n2C)cc1
    1	-1
CC(C)NC(=O)N(C)C[C@H]1Oc2ccc(NS(=O)(=O)c3ccc(Cl)cc3)cc2CC(=O)N([C@@H](C)CO)C[C@@H]1C
    -2	.
C[C@@H]1CN([C@@H](C)CO)C(=O)c2cc(NC(=O)Nc3ccc(F)cc3)ccc2O[C@@H](C)CCCCO[C@@H]1CN(C)C(=O)Nc1ccc2c(c1)OCO2
    .	-9
Cc1ccc(S(=O)(=O)N(C)C[C@H]2Oc3ccc(NS(C)(=O)=O)cc3C(=O)N([C@@H](C)CO)C[C@H]2C)cc1
    .	12

In a second layout: results already given.
Compound	STK33 inh	mut p53 react
COc1ccc(NC(=O)Nc2cccc3c2O[C@@H](CN(C)S(=O)(=O)c2cccs2)[C@@H](C)CN([C@@H](C)CO)C3=O)cc1	.	17
COc1ccc(NC(=O)CN(c2cccc3ccccc23)S(C)(=O)=O)cc1OC	-1	5

Carrying on.
The line under a structure holds: STK33 inh	mut p53 react
COc1ccc(S(=O)(=O)Nc2ccc3c(c2)C(=O)N([C@H](C)CO)C[C@H](C)[C@@H](CN(C)C(=O)Nc2c(C)noc2C)OCCCC[C@@H](C)O3)cc1
    1	.
Cc1ccc(S(=O)(=O)Nc2ccc3c(c2)CC(=O)N([C@H](C)CO)C[C@@H](C)[C@@H](CN(C)S(=O)(=O)c2ccc(Cl)cc2)O3)cc1
    -1	.
C=N[C@@H](C(=O)N[C@@H]1C(=O)N2[C@@H]1SC(C)(C)[C@@H]2C(=O)O)c1ccccc1
    .	7
Cc1noc(C)c1CSc1nc2ccccc2[nH]1
    5	11
C[C@H](CO)N1C[C@H](C)[C@H](CN(C)S(=O)(=O)c2ccccc2)OCCCC[C@H](C)Oc2ccc(NS(C)(=O)=O)cc2C1=O
    .	4
COC(=O)c1ccccc1NC(=O)Cn1nnc(-c2ccc(SC)cc2)n1
    1	11
C[C@H](O)C#Cc1cnc2c(c1)C(=O)N([C@@H](C)CO)C[C@@H](C)[C@H](CN(C)Cc1cccc(C(=O)O)c1)O2
    .	-12
Cc1cccc(-c2nnc(SCC(=O)Nc3ccc(Br)cc3C(C)C)n2C)c1
    -2	12
Cc1cc2ncn(CC(O)COc3ccccc3Cl)c2cc1C (configuration not stated)
    -1	2
C[C@H](CO)N1C[C@H](C)[C@@H](CN(C)CC2CC2)Oc2c(NC(=O)Nc3ccc(C(F)(F)F)cc3)cccc2C1=O
    .	9
Cc1noc(C)c1NC(=O)N(C)C[C@@H]1Oc2ncc(/C=C/c3ccccc3)cc2C(=O)N([C@H](C)CO)C[C@@H]1C
    .	11
C[C@@H]1C[C@H]2[C@@H]3CCC4=CC(=O)C=C[C@]4(C)[C@@]3(F)[C@@H](O)C[C@]2(C)[C@@]1(O)C(=O)CO
    -1	.
C[C@@H]1CCCCO[C@@H](CN(C)Cc2ccc(C(F)(F)F)cc2)[C@@H](C)CN([C@H](C)CO)C(=O)c2cc(NS(=O)(=O)c3cn(C)cn3)ccc2O1
    -1	.
C[C@H]1CN([C@@H](C)CO)C(=O)Cc2cc(NS(=O)(=O)c3ccc(Cl)cc3)ccc2O[C@@H]1CN(C)Cc1ccc(-c2ccccc2)cc1
    6	.
Cc1ccc(S(=O)(=O)N(C)C[C@H]2Oc3ccc(NC(=O)Nc4ccc(C(F)(F)F)cc4)cc3C(=O)N([C@@H](C)CO)C[C@@H]2C)cc1
    2	.
CCc1ccc2oc(-c3cc(NC(=O)COc4ccc(OC)cc4)ccc3Cl)nc2c1
    1	14
CNC[C@@H]1Oc2cc(C#CC3CCCCC3)ccc2S(=O)(=O)N([C@H](C)CO)C[C@H]1C
    .	-19
Cc1ccc(S(=O)(=O)c2nc(NCCN(C)C)sc2Cl)cc1
    2	4
Nc1nc(SCC(=O)N2CCc3ccccc32)n[nH]1
    0	20
COc1ccc(-c2nn(C)c(=O)c3ccccc23)cc1NC(=O)COc1ccc(C)cc1
    -1	0
COCC(=O)N(C)C[C@H]1Oc2cc(C#CC(C)C)ccc2S(=O)(=O)N([C@@H](C)CO)C[C@H]1C
    .	8
O=C(C[C@H]1C[C@H]2c3cc(NC(=O)C4CCOCC4)ccc3O[C@H]2[C@H](CO)O1)NCc1cccc(F)c1
    .	9
C[C@H](CO)N1C[C@H](C)[C@@H](CN(C)S(=O)(=O)c2cccs2)Oc2c(NC(=O)Nc3cccc4ccccc34)cccc2C1=O
    .	3
Cc1noc(C)c1S(=O)(=O)Nc1ccc2c(c1)C(=O)N([C@H](C)CO)C[C@@H](C)[C@@H](CN(C)C)OCCCC[C@H](C)O2
    .	1
O=C(NCCN1CCOCC1)c1cccc(S(=O)(=O)N2CCCCC2)c1
    -1	9
C[C@H]1CN([C@@H](C)CO)C(=O)c2cc(NC(=O)C3CC3)ccc2O[C@H]1CN(C)C(=O)Nc1ccc(F)cc1
    .	9
Cc1ccc(-c2cc(C(=O)NCCN3CCOCC3)c3cccc(C)c3n2)c(C)c1
    -3	-10
C[C@H]1CN([C@@H](C)CO)C(=O)Cc2cc(NS(=O)(=O)c3ccc(Cl)cc3)ccc2O[C@@H]1CN(C)S(=O)(=O)c1ccc(F)cc1
    -1	.
COc1ccc(C(=O)Nc2ccc(S(=O)(=O)Nc3cc(C)on3)cc2)cc1
    -6	-3
CC(C)NC(=O)Nc1ccc2c(c1)C(=O)N([C@H](C)CO)C[C@H](C)[C@@H](CN(C)Cc1ccc3c(c1)OCO3)OCCCC[C@H](C)O2
    .	-1

(more compounds)
The line under a structure holds: STK33 inh	mut p53 react
C/C=C/c1ccc2c(c1)O[C@H](CN(C)C(=O)c1cnccn1)[C@H](C)CN([C@@H](C)CO)S2(=O)=O
    .	1
C[C@H]1CN([C@@H](C)CO)C(=O)c2cc(C#CC3CC3)cnc2O[C@@H]1CN(C)C(=O)Nc1ccccc1
    .	-8
CCOC(=O)c1cnc(SC2CC(=O)N(c3cccc(F)c3)C2=O)nc1N (configuration not stated)
    1	2
O=C(COc1ccc(Br)cc1)Nc1ccc2nn(-c3ccc(F)cc3)nc2c1
    1	29
COc1ccc(OC)c(S(=O)(=O)N2CCC(C(=O)Nc3ccc(OC)c(Cl)c3)CC2)c1
    0	-2
C[C@@H]1CN([C@H](C)CO)C(=O)c2cc(C#CCc3ccccc3)cnc2O[C@@H]1CN(C)Cc1cccnc1
    .	-1
C[C@H]1CN([C@@H](C)CO)C(=O)c2cc(NS(C)(=O)=O)ccc2O[C@@H]1CN(C)CC1CC1
    .	-1
CC(C)NC(=O)N(C)C[C@@H]1Oc2ncc(C#Cc3ccc(F)cc3)cc2C(=O)N([C@H](C)CO)C[C@@H]1C
    0	.
Cc1noc(C)c1NC(=O)Nc1ccc2c(c1)C(=O)N([C@@H](C)CO)C[C@@H](C)[C@@H](CN(C)S(=O)(=O)c1cn(C)cn1)O2
    3	.
CC(C)NC(=O)N(C)C[C@@H]1Oc2c(NC(=O)C3CCOCC3)cccc2C(=O)N([C@H](C)CO)C[C@@H]1C
    .	4
CS(=O)(=O)Nc1ccc(C(=O)CC2(O)C(=O)Nc3ccc(Br)cc32)cc1 (configuration not stated)
    0	0
O=c1c(O[C@@H]2O[C@H](CO)[C@H](O)[C@H](O)[C@H]2O)c(-c2ccc(O)c(O)c2)oc2cc(O)cc(O)c12
    5	.
Cc1cc(-c2nn(C)c(=O)c3ccccc23)cc(C)c1OCC(=O)NN
    .	1
C[C@@H]1CCC[C@H](C)N1NC(=O)c1ccc(Cl)c(S(N)(=O)=O)c1
    0	2
COc1ccc(CN(C)C[C@H]2Oc3c(NC(=O)c4ccc(-c5nccs5)cc4)cccc3C(=O)N([C@H](C)CO)C[C@@H]2C)cc1
    .	-13
C[C@@H]1CCCCO[C@@H](CN(C)CC2CC2)[C@@H](C)CN([C@H](C)CO)C(=O)c2cc(N(C)C)ccc2O1
    0	.
C[C@H]1CN([C@@H](C)CO)C(=O)Cc2cc(N(C)C)ccc2O[C@@H]1CN(C)Cc1ccc(-c2ccccc2)cc1
    1	.
CN(CC(=O)Nc1ccccc1Sc1ccccc1)S(=O)(=O)c1ccc(F)cc1
    1	-3
C[C@@H]1CN([C@@H](C)CO)C(=O)Cc2cc(NS(=O)(=O)c3cccs3)ccc2O[C@@H]1CN(C)C(=O)Nc1ccc(C(F)(F)F)cc1
    -1	.
C[C@@H]1CN([C@H](C)CO)C(=O)c2cc(NC(=O)C3CC3)ccc2O[C@H]1CN(C)C(=O)Nc1ccc(C(F)(F)F)cc1
    .	-9
COc1ccc2ccc(=O)oc2c1CC(O)C(C)(C)OC (configuration not stated)
    1	.
O=C(NCCNc1ccc([N+](=O)[O-])cc1)c1ccco1
    2	3
CC(C)NC(=O)N(C)C[C@@H]1Oc2ccc(NS(=O)(=O)c3ccc(Cl)cc3)cc2CC(=O)N([C@@H](C)CO)C[C@@H]1C
    -6	.

One compound at a time, as listed above:
Entry for `C[C@@H]1CN([C@H](C)CO)C(=O)c2cc(NC(=O)C3CC3)ccc2O[C@H]1CN(C)C(=O)Nc1ccc(C(F)(F)F)cc1` : STK33 inh: .; mut p53 react: -9
Entry for `C/C=C/c1ccc2c(c1)O[C@H](CN(C)C(=O)c1cnccn1)[C@H](C)CN([C@@H](C)CO)S2(=O)=O` : STK33 inh: .; mut p53 react: 1
Entry for `C[C@H]1CN([C@@H](C)CO)C(=O)c2cc(NS(C)(=O)=O)ccc2O[C@@H]1CN(C)CC1CC1` : STK33 inh: .; mut p53 react: -1
